Screening data: PubChem, National Center for Advancing Translational Sciences (NCATS)
Pin1 inh: human Pin1 inhibition. Potency, µM (top dose mostly 115 µM), without a hit: at the top dose activity, negative = inhibition, usual class: inhibitors. AID 504891. Pin1 FP peptide displacement, HiFluor488, 10 min. Q13526. actives 0.009% (n = 390,000); active = well fitted inhibition curve with a large enough effect in the polarisation, with a control signal flat, not every such curve was filed as active; inconclusive = small, poorly fitted or top-dose-only effect, or effect the other way, or a change in a side signal; inactive = no such curve, though single readings can be large or run the other way; the % refers to the polarisation; note: potency is the fitted concentration of half-maximal effect; % is set by controls: 0 for no effect and ±100 for the full control effect
Target sequence (Q13526 whole entry, looked up): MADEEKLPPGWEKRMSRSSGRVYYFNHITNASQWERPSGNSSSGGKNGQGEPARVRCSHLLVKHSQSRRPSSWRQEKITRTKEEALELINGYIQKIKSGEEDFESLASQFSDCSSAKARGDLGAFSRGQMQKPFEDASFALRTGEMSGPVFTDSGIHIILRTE
TrxR1 substrate: rat thioredoxin reductase 1 substrate activity. O89049. purified TrxR1 substrate turnover, NADPH consumption readout. Potency, µM (highest dose often 114 µM), for inactives: top-dose activity change, negative = substrate turnover. actives 0.01% (n = 390,000); note: potency is the fitted concentration of half-maximal effect; % is set by controls: 0 for no effect and ±100 for the full control effect; nearly all actives have a fitted effect of over 50% in size
Target sequence (O89049 whole entry, looked up): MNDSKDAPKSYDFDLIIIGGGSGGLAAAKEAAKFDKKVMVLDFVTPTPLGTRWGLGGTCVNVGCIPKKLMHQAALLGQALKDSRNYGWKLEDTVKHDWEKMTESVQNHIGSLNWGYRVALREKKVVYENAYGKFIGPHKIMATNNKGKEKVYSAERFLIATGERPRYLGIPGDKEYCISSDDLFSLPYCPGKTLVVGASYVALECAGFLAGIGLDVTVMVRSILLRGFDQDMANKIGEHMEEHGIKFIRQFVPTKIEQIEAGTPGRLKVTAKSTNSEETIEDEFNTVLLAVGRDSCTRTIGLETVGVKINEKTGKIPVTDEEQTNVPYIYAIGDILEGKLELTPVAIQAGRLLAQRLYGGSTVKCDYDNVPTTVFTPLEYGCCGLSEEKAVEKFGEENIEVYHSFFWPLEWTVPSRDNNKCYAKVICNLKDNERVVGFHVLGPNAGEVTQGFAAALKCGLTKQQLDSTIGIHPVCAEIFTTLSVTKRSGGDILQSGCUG
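Rat TrxR1, dispensed at 90 nM, was prereduced with 400 uM NADPH (final) for 5 min at ~22 deg C, then incubated with compound 15 min before 400 uM selenite. A first-read NADPH fluorescence drop versus no-compound background flagged substrates.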
TRHR PAM: TRH receptor (human) allosteric enhancement. P34981. TRHR cells, fluo-8 calcium fluorescence, EC20 TRH enhancement. enhancement, % at 2 µM. actives 0.66% (n = 360,000); in the data active = enhancement above about 30%; note: 0% is about no effect
Target sequence (P34981 whole entry, looked up): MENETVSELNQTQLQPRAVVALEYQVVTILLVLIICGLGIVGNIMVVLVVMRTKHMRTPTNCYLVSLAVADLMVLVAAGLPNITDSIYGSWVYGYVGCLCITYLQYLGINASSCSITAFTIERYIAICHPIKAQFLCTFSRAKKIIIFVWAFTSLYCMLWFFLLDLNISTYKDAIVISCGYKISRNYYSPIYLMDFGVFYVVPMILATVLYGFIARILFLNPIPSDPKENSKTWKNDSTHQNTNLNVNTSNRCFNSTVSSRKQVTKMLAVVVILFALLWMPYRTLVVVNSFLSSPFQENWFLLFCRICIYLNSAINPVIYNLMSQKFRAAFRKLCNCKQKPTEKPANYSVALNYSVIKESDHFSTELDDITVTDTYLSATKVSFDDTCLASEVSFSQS
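Enhancer read-out: after compound pinning and an initial kinetic agonist-mode read, an EC20 of TRH (10 nM final) was injected and fluo-8 calcium signal (Ex 480/Em 530) followed at 1 s/cycle for 100 cycles in TRHR-expressing cells.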
TRHR agonist: TRH receptor (human) agonism. P34981. TRHR cells, calcium flux fluo-8, FDSS agonist mode. activation, % at 2 µM. actives 0.18% (n = 360,000); in the data active = activation above about 30%; note: 0% is about no effect
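Read-out: compound-evoked intracellular calcium rise in TRHR cells, fluo-8 dye, kinetic FDSS fluorescence at 1 s/cycle following a 10-cycle baseline. Cells cultured overnight before dye loading (30 min–1.5 h, RT).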
USP1-UAF1 inh: inhibitors of human USP1/UAF1 deubiquitinase; recombinant USP1/UAF1, Ub-Rhodamine cleavage fluorescence; Potency, µM (titrated, usually from 57.1 µM), for inactives: top-dose activity change, negative = inhibition, usual class: inhibitors; actives 0.23% (n = 390,000); AID 743255; note: potency is the fitted concentration of half-maximal effect; % is set by controls: 0 for no effect and ±100 for the full control effect; nearly all actives have a fitted effect of over 60% in size; inactives centre near -12
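High-throughput fluorogenic screen: 1nM USP1/UAF1 complex, Ub-Rho substrate 150nM final, 50mM HEPES pH 7.8 with 0.5mM EDTA, 0.1 mg/ml BSA, 1mM TCEP and 0.01% Tween-20.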
rTrxR1 inhibitor: inhibitors of rat thioredoxin reductase 1; actives 1% (n = 390,000); AID 588453; recombinant rTrxR1, NADPH fluorescence consumption, selenite substrate; Potency, µM (titrated, usually from 114 µM), for the others: top-dose activity change, negative = inhibition, hits mostly inhibitors; note: potency is the fitted concentration of half-maximal effect; % is set by controls: 0 for no effect and ±100 for the full control effect; nearly all actives have a fitted effect of over 65% in size
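Rat TrxR1 (90 nM in the dispensed reagent) was pre-reduced with 400 uM NADPH for 5 min at room temperature, then incubated with compound for 15 min. After 400 uM selenite was added, NADPH fluorescence (Ex 340/Em 450 nm) was followed for 8 min.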
D2 antagonist: antagonizes the human D2 dopamine receptor | HEK293 TREx D2 cells, calcium flux, dopamine EC80 | inhibition, % at 10 µM | actives 2% (n = 340,000); in the data active = inhibition above about 30%; note: 0% is about no effect
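In this primary screen, negative modulation is detected by tracking calcium flux after an EC80 dopamine challenge in inducible HEK293 T-REx D2 cells preexposed to test compound for 180 s.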
IDH1 R132H inh: blocks human mutant IDH1 R132H enzyme; Potency, µM (titrated, usually from 76.6 µM), without a hit: top-dose activity change, negative = inhibition, most hits filed as inhibitors; IDH1-R132H enzyme, NADPH consumption, diaphorase/resazurin fluorescence; actives 0.093% (n = 390,000); O75874; note: potency is the fitted concentration of half-maximal effect; % is set by controls: 0 for no effect and ±100 for the full control effect; nearly all actives have a fitted effect of over 65% in size
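IDH1-R132H (0.5 ug/mL) preincubated 30 min with compound, then NADPH (0.016 mM) and alpha-KG (2 mM) added; 80 min at RT, pH 7.5. Remaining NADPH coupled via diaphorase/resazurin to fluorescence (540/590 nm); concentration-response curves normalized to no-enzyme control.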
D2 ag: D2 dopamine receptor (human) agonism; P14416; HEK293 T-REx D2 cells, calcium flux agonist mode; activation, % at 2 µM; actives 0.53% (n = 340,000);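 active = activation over 3 SD above normal in the single-dose calcium agonist read, cut at about 30% in these data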; note: 0% is about no effect
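Tetracycline-induced HEK293 Trex cells with D2 receptor force-coupled to calcium signaling, plated overnight at 30 C and loaded with no-wash calcium dye. Calcium flux read kinetically for 180 s after compound addition; responses flag agonists.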
* hit, by the source's call; ? = inconclusive; / = no result given; & = joins results of further samples; [ ] = dose if it differs, or a comment. Unless noted, calls come from the whole dose curve; as a rule, active = well fitted inhibition curve with a large enough effect; inconclusive = small, poorly fitted or top-dose-only effect; inactive = no such curve, though single readings can be large or run the other way. This is a subset; the hit share may differ from the screen's.

Each structure is followed by: Pin1 inh	TrxR1 substrate	TRHR PAM	TRHR agonist	USP1-UAF1 inh	rTrxR1 inhibitor	D2 antagonist	IDH1 R132H inh	D2 ag
[1] CCc1ccc(CN(Cc2ccco2)C(=O)c2ccc(OC)cc2)cc1
→ -5%	-8%	2	1.1	-13%	8%	/	9%	1.6
[2] CCCN(CCC)CCCNC(=O)C1CCCN(Cc2nc(-c3ccc(Cl)cc3)oc2C)C1 (centres undefined)
→ -8%	-6%	5	0.0	6%	4%	/	-6%	0.1
[3] COc1ccccc1CCNc1ncnc2c1nnn2C
→ -7%	3%[57.1 µM]	-4	-0.1	12%	3%[57.1 µM]	/	5%	/
[4] Cc1ccccc1NS(=O)(=O)c1cc(C(=O)NCc2ccco2)ccc1C
→ 6%	3%	4	-1.8	4%	-47%[57.1 µM]	12	-3%	1.3
[5] O=C(COn1nnc2ccccc21)N1CCN(Cc2ccccc2)CC1
→ -2%	4%[11.4 µM]	4	-0.2	-13%	20%[11.4 µM]	-16	-2%	0.6
[6] CN1CCc2nc(NC(=O)COc3ccc4ccccc4c3)sc2C1
→ 24%	-2%	-5	0.6	-24%	4%	/	-6%	/
[7] CCCn1nc(C(=O)NNC(=O)c2cc(S(=O)(=O)NC)ccc2Br)c2ccccc2c1=O
→ -1%	-11%[57.1 µM]	1	-0.4	-2%	6%[57.1 µM]	21	3%	0.5
[8] COc1ccc(C(CC(=O)N2CCCC2)c2c(OC)cc(OC)c3ccc(=O)oc23)cc1 (centres undefined)
→ -8%&-9%	51%&28%[activator]	1	-0.1	-19%	-9%&-6%	-7	-7%	0.9
[9] CN(c1nc(-c2ccccc2)cs1)C1CCS(=O)(=O)C1 (centres undefined)
→ -1%	-7%	-8	-0.4	-10%	7%	-8	2%	-1.3
[10] Cc1cccc(NC(=O)CNC(=O)c2cccc(S(=O)(=O)NCc3cccs3)c2)c1C
→ 7%	-2%	1	-0.1	-7%	-4%	30	8%	-0.1
[11] COc1ccc(Br)cc1CNC(=O)CCc1nc(-c2ccc(C)cc2)no1
→ 9%	6%[57.1 µM]	-1	0.3	-6%	10%[57.1 µM]	/	4%	/
[12] COc1ccc(C(=O)N2CCN(CCNC(=O)C(=O)Nc3ccc(F)cc3)CC2)cc1
→ -1%	3%	9	0.4	-13%	6%	-30	3%	0.2
[13] O=C1c2ccccc2S(=O)(=O)c2cc(N3CCC(C(=O)N4CCCCC4)CC3)ccc21
→ ?	3%[57.1 µM]	/	/	?	4%[57.1 µM]	/	5%	/
[14] CCN(CC)CCN1C(=O)C(=O)/C(=C(/O)c2c(C)[nH]c(C(=O)OC)c2C)C1c1cccc(OC)c1 (centres undefined)
→ -3%	-11%	6	-0.1	4%	-12%	-4	2%	0.9
[15] Cn1ccnc1SCC(=O)Nc1cccc(C#N)c1
→ 0%	3%	/	/	-6%	10%	/	-5%	/
[16] O=C(N/N=C/c1cc([N+](=O)[O-])ccc1Cl)c1cnccn1
→ 3%	2%[57.1 µM]	3	3.3	-6%	16%	23	3%	0.7
[17] CCOc1ccc(OCC)c(NC(=O)CSc2nc3cccnc3n2C)c1
→ -10%	-8%	4	-2.3	-9%	-3%	-3	2%	-0.4
[18] Cc1ccc(C2(C)NC(=O)N(CC(=O)Nc3cc(C)on3)C2=O)cc1 (centres undefined)
→ 1%	12%[57.1 µM]	5	1.1	-17%	-4%[11.4 µM]	-7	-1%	-0.2
[19] COc1ccc(/C=N/NC(=O)CC(=O)NC2CCCCC2)cc1
→ 5%	-1%[57.1 µM]	2	-0.3	-6%	9%[57.1 µM]	-11	-3%	-0.4
[20] Cc1cc(C)nc(SCc2ccc(C(=O)N/N=C3\CCCC(=O)C3)cc2)n1
→ -1%	4%	-4	0.7	-15%	-9%	-15	1%	-0.2

Taken from above.
In rTrxR1 inhibitor, `Cc1ccc(C2(C)NC(=O)N(CC(=O)Nc3cc(C)on3)C2=O)cc1` (centres undefined) reads -4%[11.4 µM]
In Pin1 inh, `COc1ccc(C(CC(=O)N2CCCC2)c2c(OC)cc(OC)c3ccc(=O)oc23)cc1` (centres undefined) reads -8%&-9%

Back to the main list, starting 3 compounds before the break.
Each structure is followed by: Pin1 inh	TrxR1 substrate	TRHR PAM	TRHR agonist	USP1-UAF1 inh	rTrxR1 inhibitor	D2 antagonist	IDH1 R132H inh	D2 ag
[18] Cc1ccc(C2(C)NC(=O)N(CC(=O)Nc3cc(C)on3)C2=O)cc1 (centres undefined)
→ 1%	12%[57.1 µM]	5	1.1	-17%	-4%[11.4 µM]	-7	-1%	-0.2
[19] COc1ccc(/C=N/NC(=O)CC(=O)NC2CCCCC2)cc1
→ 5%	-1%[57.1 µM]	2	-0.3	-6%	9%[57.1 µM]	-11	-3%	-0.4
[20] Cc1cc(C)nc(SCc2ccc(C(=O)N/N=C3\CCCC(=O)C3)cc2)n1
→ -1%	4%	-4	0.7	-15%	-9%	-15	1%	-0.2
[21] CCN1CCN(C(=O)CN(CC)S(=O)(=O)c2ccc3ccccc3c2)CC1
→ -3%	2%	-6	-0.7	-15%	26%	-1	-6%	1.3
[22] CC1=C(SCc2ccccc2)C(=O)c2ccccc2C1=O
→ ?	-5%[2.29 µM]	/	/	16µM*	-43%[57.1 µM]	/	0%	/
[23] O=C(O)CCNS(=O)(=O)c1ccc2ccccc2c1
→ -2%	-2%	-4	-0.5	-9%	19%	5	9%	-1.3
[24] CN(C)c1oc(-c2ccco2)nc1C#N
→ -1%	241%[activator]	-2	0.1	-2%	?	-26	6%	0.3
[25] O=C1C(Cl)=C(NCc2cccnc2)C(=O)c2ccccc21
→ 7%	-6%	10	-0.5	?	-18%	34*	-4%	0.3
[26] O=C1C=C(c2cccc(Cl)c2)C[C@@H](c2ccc(Cl)cc2)C1
→ -4%	2%	1	0.6	-4%	19%	-20	-4%	1.8
[27] O=C(c1ccc(N2CCOCC2)c([N+](=O)[O-])c1)N1CCN(Cc2ccccc2)CC1
→ -5%	-1%	6	0.7	?	-9%	-1	8%	60*
[28] COc1ccc(C(=O)NNc2cc(C)nc(NNC(=O)c3ccc(OC)cc3)n2)cc1
→ 12%	6%[57.1 µM]	14	-5.7	8%	10%[57.1 µM]	4	-4%	-5.6
[29] CCC1(c2ccccc2)NC(=O)N(CC(=O)N(C)CC(=O)Nc2ccc(F)c(F)c2F)C1=O (centres undefined)
→ -13%	-1%	2	0.6	-10%	2%	-5	-10%	0.6
[30] COc1cccc(NC(=O)CN2C(=O)NC(C)(c3ccc(C)cc3)C2=O)c1 (centres undefined)
→ 4%	-4%	6	-3.1	0%	-2%	8	-4%	-2.6
[31] O=C(Nc1cccc(C(=O)N2CCCc3ccccc32)c1)c1ccccc1
→ 2%	5%[57.1 µM]	-5	-0.6	-20%	16%[57.1 µM]	14	2%	0.6
[32] O=C(NCc1ccco1)c1nn2cccnc2c1Cl
→ 1%	3%	3	0.0	-21%	18%	7	16%	-0.4
[33] CC1CCN(c2nc3ccccc3nc2N2CCC(C)CC2)CC1
→ /	/	-4	-0.1	/	/	-5	/	-0.4
[34] Cc1c(CNC2CCCCC2)c(C(=O)O)c(C)n1Cc1cccc(Cl)c1
→ 2%	-5%	-5	1.1	-9%	-9%	/	23%	-0.5
[35] CCc1nnc(NC(=O)CSc2ccc(-c3nc4ccccc4[nH]3)cn2)s1
→ 17%	25%	-6	1.8	-33%	25%	10	15%	0.1
[36] COc1ccc(S(=O)(=O)NCC(=O)NCc2cc(=O)n(C)c(=O)n2C)cc1F
→ -3%	12%	1	1.8	-21%	37%	9	28%	0.3
[37] O=C(NCCCn1ccnc1)c1nc(Cn2cc(Br)cn2)no1
→ 1%	-2%	-3	0.7	-3%	17%	6	-1%	1.3
[38] Cc1ccc(CNC(=O)CN2C(=O)CSc3ccc(S(=O)(=O)N4CCCC4)cc32)cc1
→ -3%	-6%	-1	-0.2	-9%	8%	/	9%	-0.6
[39] COc1cc(NC(=O)CCN2CCN(CCO)CC2)cc(OC)c1
→ ?	-5%[57.1 µM]	1&-3	-0.1&0.5	-11%&-19%	10%[57.1 µM]	-6	1%&-3%	1.3&-1.6
[40] CCC(c1nnc(SCCNCCO)n1CCN1CCOCC1)N(C)C (centres undefined)
→ -13%	14%	2	0.0	-8%	16%	0	4%	0.0
[41] COc1cccc(-n2nc(C(N)=O)c(O)cc2=O)c1
→ 2%	1%[57.1 µM]	-3	1.1	-16%	9%[57.1 µM]	13	12%	-0.4
[42] CCc1ccc(N(C(C)=O)C2C=CS(=O)(=O)C2)cc1 (centres undefined)
→ 82%	3%	5	0.1	-10%	?	37*	0%	1.1
[43] Cc1csc(CN(C)C(=O)CC2C(=O)NCCN2Cc2ccc(-c3ccccc3)cc2)n1 (centres undefined)
→ 1%	-3%	27	0.3	-9%	-13%	8	-9%	-0.7

A different layout for 2 compounds above:
28) COc1ccc(C(=O)NNc2cc(C)nc(NNC(=O)c3ccc(OC)cc3)n2)cc1
29) CCC1(c2ccccc2)NC(=O)N(CC(=O)N(C)CC(=O)Nc2ccc(F)c(F)c2F)C1=O (centres undefined)
entry no.,28,29
Pin1 inh,12%,-13%
TrxR1 substrate,6%[57.1 µM],-1%
TRHR PAM,14,2
TRHR agonist,-5.7,0.6
USP1-UAF1 inh,8%,-10%
rTrxR1 inhibitor,10%[57.1 µM],2%
D2 antagonist,4,-5
IDH1 R132H inh,-4%,-10%
D2 ag,-5.6,0.6
